UHRF1 binding: UHRF1 methyl-DNA binding inhibition; Q96T88; UHRF1 binding to methylated oligo, TR-FRET; inhibition, % at 4.4 µM; 0.75% of 370,000 active; AID 687016; in the data active = inhibition above about 21%;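 note: UHRF1 SRA domain binding a hemimethylated CpG hairpin DNA probe; 0% = median of test compound wells and 100% = reference inhibitor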
Target sequence (Q96T88 whole entry, looked up, the tested form may be a part): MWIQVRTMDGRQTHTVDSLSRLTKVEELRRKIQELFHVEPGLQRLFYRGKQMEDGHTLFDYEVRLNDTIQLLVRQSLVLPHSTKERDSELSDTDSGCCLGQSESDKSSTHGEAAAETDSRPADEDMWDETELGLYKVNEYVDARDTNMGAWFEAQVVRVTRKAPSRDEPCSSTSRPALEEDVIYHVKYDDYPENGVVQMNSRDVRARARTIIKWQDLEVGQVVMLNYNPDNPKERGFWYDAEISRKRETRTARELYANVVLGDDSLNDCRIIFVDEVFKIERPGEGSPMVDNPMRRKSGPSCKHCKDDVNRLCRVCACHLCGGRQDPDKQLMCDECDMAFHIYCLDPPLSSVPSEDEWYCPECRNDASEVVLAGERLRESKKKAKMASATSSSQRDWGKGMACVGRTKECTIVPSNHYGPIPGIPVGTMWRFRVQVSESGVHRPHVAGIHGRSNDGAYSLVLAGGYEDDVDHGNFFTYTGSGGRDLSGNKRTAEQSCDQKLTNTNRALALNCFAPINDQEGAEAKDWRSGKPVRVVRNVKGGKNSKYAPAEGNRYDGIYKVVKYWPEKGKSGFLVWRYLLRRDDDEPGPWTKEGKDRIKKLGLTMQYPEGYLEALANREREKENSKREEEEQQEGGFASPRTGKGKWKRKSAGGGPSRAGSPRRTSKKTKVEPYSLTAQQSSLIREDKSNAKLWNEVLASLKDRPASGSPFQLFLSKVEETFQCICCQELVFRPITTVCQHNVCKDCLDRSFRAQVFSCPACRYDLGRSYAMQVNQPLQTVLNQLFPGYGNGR
Tn7 DDE FP: inhibitors of Tn7 peptide binding to human fibrin DD(E) | P02675 | FP displacement of FITC-Tn7 peptide from fibrin DD(E); 0% = median of compound wells per plate | inhibition, % at 8.3 µM | 0.13% of 370,000 active | AID 720508;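 active = inhibition above the mean of compounds falling within the control limits plus 3 SD of them, cut at about 14% in these data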;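 note: 0% = plate median of compound wells and 100% = 10 µM Aha-Tn7 peptide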
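Assay system: Human fibrin DD(E) protein | Medium: Tris buffer with calcium and detergent, pH 7.8 | Reagent: 0.1 µM fluorescent Tn7 | Compound dosing: Single point at 8.3 µM | Times: 10 min preincubation, 3 h with tracer, room temperature | Detection: Fluorescence polarization of the labelled Tn7 tracer | Controls: Aha-Tn7 high control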
DDE Tn6 FP inh: DD(E)-Tn6 binding inhibition, primary FP screen. P02675. Fibrin DD(E) TRITC-Tn6 fluorescence polarization displacement. inhibition, % at 8.3 µM. 0.21% of 370,000 active. AID 720509;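 active = inhibition above a per-campaign cutoff: mean of compounds within control limits plus 3 SD, cut at about 15% in these data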;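 note: 0% = median of all compound wells on the plate and 100% = blocking peptide control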
MBD2 DNA inh: inhibitors of human MBD2 binding to methylated oligonucleotide. 0.31% of 370,000 active. Q9UBB5. TR-FRET. inhibition, % at 4.4 µM; in the data active = inhibition above about 13%
PLCb3 inh: PLC-beta3 (human) inhibition, primary screen; Purified PLC-beta3, fluorogenic substrate, fluorescence; inhibition, % at 12.2 µM; 0.18% of 370,000 active; AID 720704; in the data active = inhibition above about 11%;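 note: 0% = median of compound wells on plate and 100% = full blocker control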
ARFGAP1 inhibitor: rat ARFGAP1 inhibition. inhibition, % at 16.5 µM. 0.26% of 360,000 active. Arfgap1-stimulated ARF1 GTP hydrolysis, GDP FP detection;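 active = inhibition above a per-plate limit, mean inhibition of low control wells plus 3 SD, cut at about 25% in these data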;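 note: 0% = DMSO wells with enzyme and 100% = wells lacking Arfgap1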
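System: truncated rat Arfgap1 GAP domain / Benchmarks: high control wells lacking Arfgap1, low control full reaction with DMSO / Times: compound-enzyme preincubation 20 min, reaction 120 min, detection 60 min, 25 °C / Repeats: one replicate per compound / Also added: human ARF1(Δ1-17)-GTP substrate / Measured by: Tracer-displacement fluorescence polarization with EDTA stop, 620/688 nm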
PLCg1 inh: blocks human PLC-gamma1 enzyme activity; P19174; purified PLC-gamma1, fluorogenic substrate, fluorescence; inhibition, % at 12.2 µM; 0.84% of 370,000 active; in the data active = inhibition above about 9.5%
ASAP1 GAP inh: blocks human ASAP1-stimulated Arf1 GTP hydrolysis. Q9ULH1. inhibition, % at 16.5 µM. AID 624377. GDP FP detection. 0.19% of 360,000 active; in the data active = inhibition above about 25%;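 note: 0% = vehicle with enzyme and substrate and 100% = no enzyme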
ADAM17 inh: inhibitors of human ADAM17 | inhibition, % at 6.95 µM | recombinant ADAM17, EDANS/DABCYL FRET peptide cleavage | 0.83% of 370,000 active | P78536 | AID 720648;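 active = inhibition above the mean of compounds lying between control limits plus 3 SD, set per campaign, cut at about 8.5% in these data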;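 note: 0% = DMSO-only wells as the low control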
KLK7 zymogen act: activators of human kallikrein-7 zymogen; activation, % at 7 µM; AID 652039; 0.9% of 370,000 active; purified proKLK7, EDANS-DABCYL substrate fluorescence; 100% is mature enzyme control, 0% vehicle; P49862;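 active = activation above the mean of all tested compounds plus 3 SD, computed per campaign excluding outliers beyond control limits, cut at about 13% in these data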
Target sequence (P49862 whole entry, looked up): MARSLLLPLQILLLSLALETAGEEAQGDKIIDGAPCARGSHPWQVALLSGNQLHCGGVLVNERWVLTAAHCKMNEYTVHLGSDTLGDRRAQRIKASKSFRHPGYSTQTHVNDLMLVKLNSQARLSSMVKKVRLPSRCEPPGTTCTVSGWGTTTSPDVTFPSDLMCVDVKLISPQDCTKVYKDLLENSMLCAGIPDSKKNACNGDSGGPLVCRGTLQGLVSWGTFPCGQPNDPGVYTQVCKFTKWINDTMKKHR
* = called active by the depositor; . = not tested or not shown.

UHRF1 binding	Tn7 DDE FP	DDE Tn6 FP inh	MBD2 DNA inh	PLCb3 inh	ARFGAP1 inhibitor	PLCg1 inh	ASAP1 GAP inh	ADAM17 inh	KLK7 zymogen act	structure
2	0	6	-4	3	2	6	0	2	0.0	C[C@H](CO)N1C[C@H](C)[C@@H](CN(C)C(=O)Nc2ccc(C(C)(C)C)cc2)OCc2cnnn2CCCC1=O
1	-5	1	3	-15	2	-12	5	-5	-0.3	O=C(NCc1ccc(OC(F)(F)F)cc1)c1cccc2c1C(=O)c1ccc(N3CCCC3)cc1S2(=O)=O
-6	-1	2	2	0	5	-1	-5	-5	-0.1	Nc1cc(=O)[nH]n1C1CCN(c2ccccc2)CC1
0	3	4	-3	3	-7	6	3	0	0.5	CN(CC(=O)Nc1c(Cl)cccc1Cl)C(=O)CCCN1C(=O)c2ccccc2C1=O
1	1	-2	3	-6	-4	1	-10	-4	-0.3	CCCCN(C)C(=S)Nc1ccsc1C(=O)OC
-1	6	0	2	-4	0	-1	-5	-1	-0.5	CN(Cc1nc2ccccc2n1C)C(=O)c1ccco1
0	4	2	1	-3	0	2	-2	1	0.2	CC(C)(CCO)NC(=S)NC1CC2C=CC1C2 (configuration not stated)
2	-1	4	3	-2	2	-3	2	1	0.4	COC(=O)C(Cc1ccccc1)NC(=O)COc1ccc(C(C)(C)C)cc1 (configuration not stated)
-1	-1	-4	-1	-2	-2	0	-3	-2	-0.8	O=C(c1cccc([N+](=O)[O-])c1)c1ccc2c(c1)C(=O)NC2=O
-4	-2	-13	-3	-8	8	-3	12	-6	0.1	COc1cc(/C=C/C(=O)N2CCN(c3ccccn3)CC2)cc(OC)c1OC
-1	4	11	-7	2	3	2	-6	-4	0.1	CC(=O)Nc1ccc(S(=O)(=O)Oc2ccc(/C=N/NC(=O)c3ccc(Cl)cc3)cc2)cc1
1	-3	-5	3	1	-6	-1	-10	3	-0.3	COc1cccc(C(C)(O)c2nc(-c3cccs3)cs2)c1 (configuration not stated)
-1	-4	-2	4	1	-1	4	-2	0	0.1	CCc1nc(SCC(=O)NNC(=O)c2ccc(OC)cc2)c2ccccc2n1
1	-1	-2	-1	1	10	2	-15	-2	0.6	O=C(CSc1nnnn1-c1ccc2c(c1)OCCO2)N1CCN(C(=O)c2ccco2)CC1
1	3	5	-2	0	-4	5	-6	1	-0.2	CCCOC(=O)c1ccc(NC(=O)C(CC)CC)cc1

(cont.)
UHRF1 binding	Tn7 DDE FP	DDE Tn6 FP inh	MBD2 DNA inh	PLCb3 inh	ARFGAP1 inhibitor	PLCg1 inh	ASAP1 GAP inh	ADAM17 inh	KLK7 zymogen act	structure
-1	9	-2	-3	-3	-4	-4	6	-3	0.3	Cn1ncc(Cl)c1C(=O)Nc1nnc(C2CC2)s1
-2	1	3	4	4	-2	2	2	-1	-0.8	O=C(NCC1CCCCC1)c1ccc2nc([C@@H]3O[C@H](CO)[C@H](O)[C@H](O)[C@H]3O)[nH]c2c1
-2	5	3	-1	-3	-4	-3	-6	-1	-0.4	Cc1ccc(CSc2ncnc3c2cnn3Cc2ccccc2)cc1C
-1	-2	1	-3	-3	2	-3	-7	-3	0.0	O=C(NC(c1ccccc1)c1cnccn1)C1CCN(Cc2ccc(Cl)c(Cl)c2)CC1 (configuration not stated)
-1	0	-2	0	-6	-9	0	-6	-6	-0.3	Nc1c(N(CCCO)C(=O)C2CCCC2)c(=O)[nH]c(=O)n1Cc1ccccc1
0	-2	-2	1	12*	.	5	.	5	0.4	O[C@H](COc1ccccc1)CN1CCC(C(O)(c2ccccc2)c2ccccc2)CC1
-2	-2	1	4	2	-6	5	6	-1	0.0	CCOC(=O)C1(CCCc2ccccc2)CCN(C(=O)C2CCCN(C(N)=O)C2)CC1 (configuration not stated)
-2	-2	-4	0	-7	-4	-1	-11	-1	0.5	Cc1cc(O)c(Sc2ccccc2)c(=O)o1
-9	-2	-2	0	-10	-5	2	13	-3	0.1	Cc1cccc(CCNC(=O)CCS(=O)(=O)c2cc3c(cc2Cl)NC(=O)CO3)c1
1	3	5	2	-5	12	-5	4	1	-0.3	CC(C)c1ccc(NC(=O)NCc2ccc3c(c2)OCO3)cc1
1	3	-2	-1	-2	3	-1	11	-1	0.3	C=CCN=C1NC(c2ccccc2C(F)(F)F)C(C(=O)OC)=C(C)N1Cc1ccc(C(F)(F)F)cc1 (configuration not stated)
1	1	2	-2	-6	-5	1	0	1	0.4	O=C(c1cccc(S(=O)(=O)N2CCOCC2)c1)N1CCN(S(=O)(=O)c2cccs2)CC1
1	-1	-1	0	-1	1	0	-1	1	0.2	CC(C)C(NC(=O)c1ccc(C(C)(C)C)cc1)C(=O)OCC(=O)NC(=O)Cc1ccccc1 (configuration not stated)
0	2	3	0	-3	20	2	3	0	0.1	Cc1ccsc1C(=O)N1CCN(C(=O)c2ccco2)CC1
0	1	-4	-3	-2	9	2	-3	-5	-0.4	CC1(C)NC(=O)N(CC(=O)OCC(=O)N2CCN(S(=O)(=O)c3ccccc3)CC2)C1=O

(continued)
UHRF1 binding	Tn7 DDE FP	DDE Tn6 FP inh	MBD2 DNA inh	PLCb3 inh	ARFGAP1 inhibitor	PLCg1 inh	ASAP1 GAP inh	ADAM17 inh	KLK7 zymogen act	structure
-1	2	-21	4	-138	8	-81	16	-1	-5.4	Cn1nccc1C(=O)N/N=C/c1c(O)ccc2ccccc12
2	-1	-1	3	1	7	4	7	0	-1.1	COC(=O)c1ccc2nc(NC(=O)C3CCCCC3)sc2c1
-1	2	0	0	4	-9	1	-2	-1	-0.2	Cc1ccc(-c2cc(C(=O)Nc3c(C)n(C)n(-c4ccccc4)c3=O)c3ccccc3n2)cc1
-3	9	1	-4	-4	-9	-5	11	0	0.2	CC1(C)CC(=O)C(C(c2ccc(F)cc2)C2C(=O)CC(C)(C)CC2=O)C(=O)C1
1	-8	-2	2	-10	17	0	13	0	0.2	Cc1cc(OCc2cc(C(=O)N(C)CC3CCOCC3)no2)cc(C)c1Cl
1	-5	0	6	-9	8	-2	2	-1	-0.8	CCOc1ccc(C2Nc3ccccc3C(CC)(CC)O2)cc1 (configuration not stated)
-5	5	-9	1	2	7	-2	5	0	-0.3	C=CCc1cc(OC)ccc1OCCOCCC(C(=O)OCC)C(=O)OCC
1	-1	-3	3	2	13	3	-2	0	-0.7	O=C(NCC12CC3CC(CC(C3)C1)C2)c1nc2ncccn2n1
2	-3	-4	1	-9	10	-2	3	-9	1.1	O=c1c2cc(NC(=S)NC3CCN(Cc4ccccc4)CC3)ccc2nc2n1CCCCC2
-1	5	6	5	-6	-2	2	9	-4	0.0	COc1ccccc1-n1c(SCC(=O)Nc2cccc(C(=O)O)c2)nnc1-c1ccccc1C
1	-7	2	-2	-2	-4	0	16	-6	-0.7	Cc1ccc(CNC(=O)Cn2cccc2)cc1
-1	2	10	-3	-5	10	-2	-6	4	0.5	COc1ccc(-n2c(C)cc(C(=O)CSc3ccc(NC(C)=O)cc3)c2C)cc1
-1	5	-1	-1	-45	6	-22	6	-55	-1.6	Cc1ccc(-c2cc(N)nc(-c3ccccc3)c2)cc1
2	2	-6	6	-2	-1	5	-11	-5	-0.2	C[C@@H](C(=O)NNC(=O)c1ccc(Cl)cc1)N1C(=O)C2CC=CCC2C1=O (some centres not stated)
13	-4	7	2	2	10	0	-1	-3	0.5	COC(=O)CCCn1cc(CN2CC(N(C)C)CS2(=O)=O)nn1 (configuration not stated)

3 structures out of the list, arranged by molecular weight, ascending.
UHRF1 binding	Tn7 DDE FP	DDE Tn6 FP inh	MBD2 DNA inh	PLCb3 inh	ARFGAP1 inhibitor	PLCg1 inh	ASAP1 GAP inh	ADAM17 inh	KLK7 zymogen act	structure
-1	2	-21	4	-138	8	-81	16	-1	-5.4	Cn1nccc1C(=O)N/N=C/c1c(O)ccc2ccccc12
1	-5	0	6	-9	8	-2	2	-1	-0.8	CCOc1ccc(C2Nc3ccccc3C(CC)(CC)O2)cc1 (configuration not stated)
-5	5	-9	1	2	7	-2	5	0	-0.3	C=CCc1cc(OC)ccc1OCCOCCC(C(=O)OCC)C(=O)OCC

Carrying on:
UHRF1 binding	Tn7 DDE FP	DDE Tn6 FP inh	MBD2 DNA inh	PLCb3 inh	ARFGAP1 inhibitor	PLCg1 inh	ASAP1 GAP inh	ADAM17 inh	KLK7 zymogen act	structure
4	1	0	-4	3	7	2	-1	3	-0.5	COC(=O)c1ccc(NC(=S)NC2CCCCC2C)cc1 (configuration not stated)
-1	-4	-1	2	0	3	0	0	-4	0.2	CCOCCOC(=O)C1=C(C)N(C)C(=O)NC1c1ccccc1F (configuration not stated)
0	-8	-3	0	-1	11	3	-3	-4	0.5	COc1cccc(N(CC(=O)Nc2cccc(F)c2)S(C)(=O)=O)c1
-2	-3	0	-3	-2	13	2	5	-3	-0.9	S=C(NN=C1CCCCCC1)Nc1ccc(Cl)cc1
3	-10	2	1	-32	17	-15	10	-14	-30	COc1ccccc1-c1oc2ccccc2c1-c1ccc2c(c1)OCO2
0	-2	-5	-1	1	0	1	-7	-5	0.2	CC(=O)NCCc1c[nH]c2ccc(O)cc12
45*	-3	-6	14*	-39	-4	-26	12	1	0.5	O=C(COC(=O)c1c2c(nc3ccccc13)/C(=C/c1ccco1)CC2)NC1CCCC1
1	3	3	1	-8	6	-1	-9	0	0.9	O=C(CSc1ccc(F)cc1)NCCc1ccc(Cl)cc1
3	-6	3	-2	2	1	3	-2	2	0.1	O=[N+]([O-])c1ccc(CSc2nnc(-c3cnccn3)o2)cc1
-1	5	-3	1	0	-11	5	-3	1	0.6	Cn1cc(Br)c(C(=O)NNC(=O)Cc2ccc(Cl)cc2)n1
0	1	-1	3	-5	0	-3	11	-5	-0.2	CC1=C(C(=O)OCc2ccccc2)C(c2ccccc2)NC(=O)N1CCCCCC(=O)O (configuration not stated)
1	0	-4	-1	-5	8	3	12	-2	-0.6	Cc1ccc(-n2c(SCC(=O)Nc3ccc(N4CCOCC4)cc3)nc3ccccc3c2=O)cc1
-1	-7	1	1	-29	13	-26	18	4	-2.1	Cc1ccc2c(c1)cc(C)c1nnc(SCC(=O)NCc3ccco3)n12

Bioassay records deposited in PubChem BioAssay by The Scripps Research Institute Molecular Screening Center.
